NSD2 inh: inhibitors of human histone methyltransferase NSD2; O96028; NSD2 peptide methylation, AlphaScreen, 120 min; inhibition, % at 12.5 µM; hit rate 0.54% among 310,000; AID 743445; in the data active = inhibition above about 50%
MITF act: activators of MITF-driven TRPM1 promoter activity in SK-MEL-5 cells; SK-MEL-5 TRPM1-promoter luciferase, 24 h; % of positive control, neutral wells = 0; activation, % at 12.5 µM; hit rate 0.75% among 300,000; AID 588334;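 active = mean activation of at least 80% with every replicate also reaching 80%; inconclusive = mean reaches 80% but some replicate falls short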;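 note: 0% = neutral control wells and 100% = parthenolide positive control wells; values of inactives mirror those of a sister screen read the other way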
CAL PDZ FP-1: CAL PDZ (human) peptide binding inhibition; purified CAL PDZ, TMR-peptide fluorescence polarization, 1 h; inhibition, % at 24.9 µM; hit rate 0.92% among 300,000; AID 602252;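 active = mean inhibition of at least 30% with at least half of replicates also reaching 30%; inconclusive = no clear call, values can overlap the other calls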;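 note: 0% = DMSO neutral control and 100% = excess unlabeled competitor peptide PRC23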
CAL PDZ FP-2: human CAL PDZ-peptide interaction inhibition | purified CAL PDZ, TMR-peptide fluorescence polarization, 1 h | inhibition, % at 20 µM | hit rate 0.02% among 330,000 | AID 504414;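 active = highest replicate inhibition of at least 40%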;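 note: plate controls were DMSO neutral control wells for no effect and unlabeled competitor peptide control wells for full effect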
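Material: tagged CAL PDZ domain; buffer or medium: 25 mM sodium phosphate pH 7.4, 150 mM NaCl, TCEP, IgG, Thesit; compound dosing: single point, 20 µM; schedule: 1 h incubation at room temperature before polarization reading; measured by: FP readout, S and P plane fluorescence; read-out basis: percent inhibition from loss of millipolarization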
PfHsp90 set2: growth inhibition of yeast expressing Plasmodium Hsp90 | S. cerevisiae expressing PfHsp90, BacTiter-Glo ATP, 48 h; yeast lacking PDR1 and PDR3 efflux regulators | inhibition, % at 9.4 µM | hit rate 0.32% among 310,000;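 active = every replicate shows inhibition above about 80%, whatever the replicate mean, limit read from the data; inconclusive = mean inhibition reaches the set limit but some replicate falls short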;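 note: 0% = DMSO neutral controls and 100% = 20 µM radicicol positive controls; yeast relying on Plasmodium falciparum Hsp90 in place of its own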
SR-BI DiI-HDL act: SR-BI HDL lipid transfer activation | CHO ldlA[mSR-BI] cells, DiI-HDL uptake fluorescence, 3 h; 100 = double the neutral-control signal | activation, % at 12.5 µM | hit rate 0.096% among 320,000 | AID 504775;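 active = mean replicate activation of at least 60% and every replicate at or above 60%; inconclusive = mean or all-replicate condition met, but not both; inactive = mean below 60% and not all replicates reaching 60%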;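 note: 0% = median plate neutral-control signal and 100% = twice that signal; values of inactives mirror those of a sister screen read the other way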
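Material: SR-BI-overexpressing, LDLR-lacking CHO cells; schedule: compound exposure 3 h, 37 °C; reagent: DiI-labelled HDL at 10 µg/mL final; technique: bottom-read fluorescence, 550/595 nm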
Rtt109 Vps75: blocks Candida albicans Rtt109/Vps75 acetyltransferase activity; Q5AAJ8; purified Rtt109/Vps75, ThioGlo CoA-SH fluorescence, 4 h; inhibition, % at 34.9 µM; hit rate 0.16% among 330,000; AID 540336;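 active = inhibition of at least 50% in every replicate; inconclusive = best replicate reaches 50% inhibition but some replicates fall short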
Target sequence (Q5AAJ8 whole entry, looked up): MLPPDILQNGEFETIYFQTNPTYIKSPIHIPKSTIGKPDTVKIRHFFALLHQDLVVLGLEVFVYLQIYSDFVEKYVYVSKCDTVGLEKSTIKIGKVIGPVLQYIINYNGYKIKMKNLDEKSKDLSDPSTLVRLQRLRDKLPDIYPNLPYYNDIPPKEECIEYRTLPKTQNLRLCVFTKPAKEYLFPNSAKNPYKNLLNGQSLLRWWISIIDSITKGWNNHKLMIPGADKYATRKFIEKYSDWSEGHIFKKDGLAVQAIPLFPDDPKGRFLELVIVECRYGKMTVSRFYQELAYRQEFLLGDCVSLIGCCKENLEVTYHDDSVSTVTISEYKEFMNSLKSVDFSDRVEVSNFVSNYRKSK
PvdQ inh: P. aeruginosa PvdQ acylase inhibition; purified PvdQ acylase, fluorescence plate reader; inhibition, % at 10 µM; hit rate 0.063% among 340,000; in the data active = inhibition above about 30%, passing the limit was not always enough; inconclusive = no clear call, values can overlap the other calls;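 note: 0% = vehicle neutral wells and 100% = reference inhibitor wells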
SR-BI DiI inh: mouse SR-BI HDL lipid transfer inhibition; hit rate 0.96% among 320,000; Q61009; ldlA[mSR-BI] CHO cells, DiI-HDL uptake fluorescence, 3 h; inhibition, % at 12.5 µM;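 active = mean replicate inhibition of at least 70% and a set share of replicates each scoring 70 or more; inconclusive = meets just one of the two criteria; inactive = fails both criteria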;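 note: 0% = median of neutral control wells and 100% = median of positive control wells; values of inactives mirror those of a sister screen read the other way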
Target sequence (Q61009 whole entry, looked up): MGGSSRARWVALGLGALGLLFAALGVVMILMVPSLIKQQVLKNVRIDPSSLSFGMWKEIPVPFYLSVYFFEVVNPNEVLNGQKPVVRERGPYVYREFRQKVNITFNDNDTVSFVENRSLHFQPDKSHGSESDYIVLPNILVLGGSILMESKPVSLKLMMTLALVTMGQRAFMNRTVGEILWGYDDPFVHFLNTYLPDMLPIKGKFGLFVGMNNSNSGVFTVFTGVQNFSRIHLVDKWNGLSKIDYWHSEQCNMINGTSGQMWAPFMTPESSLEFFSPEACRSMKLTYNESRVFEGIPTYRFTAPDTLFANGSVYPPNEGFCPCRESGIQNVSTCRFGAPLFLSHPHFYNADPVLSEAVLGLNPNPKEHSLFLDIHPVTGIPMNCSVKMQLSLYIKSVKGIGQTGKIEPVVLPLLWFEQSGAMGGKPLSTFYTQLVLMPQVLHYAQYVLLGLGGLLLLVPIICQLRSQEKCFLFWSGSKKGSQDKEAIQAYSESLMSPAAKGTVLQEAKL
dFosB activator: enhances mouse delta FosB homodimer DNA binding. P13346. activation, % at 25 µM. purified delta FosB, TAMRA-CDK5 oligo fluorescence polarization; percent of positive-control signal above neutral wells. hit rate 0.99% among 340,000;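 active = mean activation above about 17%, with every replicate also reaching it, limit read from the data, passing the limit was not always enough; inconclusive = only one of the two conditions met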;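 note: fluorescence polarization rise as delta FosB binds a TAMRA Cdk5 AP-1 oligo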
Starred values were filed as active, the others as inactive; ? = inconclusive; / = no result given.

SMILES	NSD2 inh	MITF act	CAL PDZ FP-1	CAL PDZ FP-2	PfHsp90 set2	SR-BI DiI-HDL act	Rtt109 Vps75	PvdQ inh	SR-BI DiI inh	dFosB activator
CC(NC(=O)NC1CCCCC1)c1ccccc1 (stereo unspecified)	0	-7	-7	0.0	-27	-17	-8	-3	17	8
Cc1ccc(NC(=O)Nc2ccccc2F)cc1S(=O)(=O)N1CCOCC1	0	10	/	-3.5	7	-46	3	-12	46	-19
CCC(CC)C(=O)Nc1cc(C(=O)OC)ccc1C(=O)OC	-5	-4	-2	-2.4	18	67*	5	-3	-67	-10
COc1ccc(/C=N/n2c(=O)[nH]c3c([nH]c4ccc(F)cc43)c2=O)cc1CN1CCCCC1	-2	/	3	-0.7	8	22	13	-5	-22	31*
Cc1cc(C)c(S(=O)(=O)N2CCN(C(=O)C(C)Cn3cncn3)CC2)c(C)c1 (stereo unspecified)	0	-8	0	-2.7	-5	/	3	-18	/	-4
CCOc1ccc(Nc2nc3ccccc3n3cnnc23)cc1	-2	15	0	0.2	-27	/	-4	-11	/	-10
O=C(Cn1ncc2c(=O)oc3ccccc3c21)NCC1CCCO1 (stereo unspecified)	/	/	-5	-0.5	0	7	1	-18	-7	0
Cc1cccc(N2CCN(c3nc4nonc4nc3N3CCSCC3)CC2)n1	-1	9	5	-0.6	12	-39	1	-14	39	-5
O=C1C(Nc2ccc(O)cc2)=C/C(=N/S(=O)(=O)c2cccs2)c2ccccc21	/	-108	/	0.5	-52	-36	-11	-1	36	-15
C=CCn1c(NCc2ccc3c(c2)OCO3)nc2ccccc21	3	24	1	-0.9	-3	12	9	3	-12	3
CCCOc1ccccc1C1CC(=O)NC2=C1C(=O)CCC2 (stereo unspecified)	-1	/	-6	-0.7	-1	7	-9	-15	-7	1
COc1ccc(C(=O)COC(=O)/C=C/c2ccco2)cc1F	1	12	65*	-1.0	13	-3	2	-11	3	-2
CCSc1nc2ccccc2c(=O)n1C1CCOC(C)(C)C1 (stereo unspecified)	-1	2	-2	-0.6	-13	5	6	19	-5	3
CC1CCCN(C(=O)CSc2nnc3ccccn23)C1 (stereo unspecified)	0	28	/	0.5	-10	16	-4	-7	-16	-6
Cc1ccc(/C=N/N(C)C2=NS(=O)(=O)c3ccccc32)cc1	-10	2	0	0.7	-2	-16	-9	-16	16	-6
COc1ccc(CNC(=O)c2cnn3c(C(F)F)cc(C)nc23)cc1	6	-10	-4	-1.3	-2	19	1	-11	-19	-2
CCOC(=O)CSc1nc2sc3c(c2c(=O)[nH]1)CC(C)(C)OC3	0	/	0	/	/	-4	-6	-7	4	-6
Cc1nc(CC(=O)N2CCN(c3cccc(C)c3C)CC2)cs1	21	/	-3	-0.4	27	-12	-4	-15	12	3
COc1cccc(C(=O)Nc2nc(-c3ccncc3)cs2)c1	6	3	2	-0.8	-8	-50	/	-5	50	7
COc1ccc(NC2(c3ccccc3)OC(=O)c3ccccc32)cc1 (stereo unspecified)	3	4	2	-1.2	-2	-2	-2	-4	2	-8

3 compounds already listed, arranged by the number in dFosB activator, high to low:
SMILES	dFosB activator
Cc1nc(CC(=O)N2CCN(c3cccc(C)c3C)CC2)cs1	3
Cc1ccc(/C=N/N(C)C2=NS(=O)(=O)c3ccccc32)cc1	-6
O=C1C(Nc2ccc(O)cc2)=C/C(=N/S(=O)(=O)c2cccs2)c2ccccc21	-15

Later entries
SMILES	NSD2 inh	MITF act	CAL PDZ FP-1	CAL PDZ FP-2	PfHsp90 set2	SR-BI DiI-HDL act	Rtt109 Vps75	PvdQ inh	SR-BI DiI inh	dFosB activator
CC(=O)c1ccc(-c2nc3c4ccccc4ccn3c2C(C)=O)o1	0	12	-1	-1.6	8	9	-5	-17	-9	-34
O=C(NCc1ccccc1)c1ccc(S(=O)(=O)NCc2ccco2)cc1	-4	-3	-4	-4.4	15	-11	3	-13	11	-11
CCNS(=O)(=O)c1ccc(CCC(=O)N2CCCC2)cc1	3	-10	-4	33	12	-16	2	-9	16	-12
COc1ccc(CN2CCCN(C)CC2)c(OC)c1C	4	/	-1	1.4	-15	5	-8	-6	-5	2
COc1ccc(CN2c3cc(S(=O)(=O)N4CCOCC4)ccc3N3CCCC32)cc1 (stereo unspecified)	/	4	-1	-1.5	2	-3	-9	-12	3	3
CC(=O)N1CCN(Cc2nc3ccc(Cl)cc3n2CCO)CC1	6	-5	-3	-0.4	11	/	-6	-4	/	2
O=C(COC(=O)c1ccc(Br)o1)Nc1ccc(F)cc1[N+](=O)[O-]	2	-16	-3	0.4	/	19	-13	-15	-19	-4
Cc1c(C(=O)N(C)Cc2ccc(OC(F)F)cc2)oc2ccccc12	-9	-1	-2	-2.7	16	/	-3	2	/	-2
CC(C)(C)NS(=O)(=O)c1ccc(CCC(=O)Nc2ccc3c(c2)OCO3)cc1	0	3	-4	-0.2	0	-5	4	23	5	-4
O=C(COc1ccccc1Cl)NCCNC(=O)c1ccncc1	-3	-10	/	-1.2	-24	/	0	6	/	0
O=C(NC1CC1)c1ccc(CN(c2ccccc2)S(=O)(=O)c2ccccc2)cc1	-1	1	3	0.0	-2	-74	14	13	?	-12
Cc1cccc(C)c1NC(=O)NC1CC2CCC(C1)N2Cc1cccs1 (stereo unspecified)	1	0	-1	-0.1	-31	3	-1	3	-3	-10
CCn1c(O)c(N=NC(=O)CNC(=O)/C=C/c2ccccc2)c2ccccc21	0	-8	2	0.0	8	-35	4	-2	35	-5
O=C(c1ccc(OC2CCN(Cc3ccccn3)CC2)cc1)N1CCC[C@H]1CO	0	0	-5	-1.8	8	17	13	-2	-17	-4
O=C(N/C(=C\c1ccccc1)C(=O)N1CCCCC1)c1ccco1	-2	0	-2	-3.7	-14	33	0	-12	-33	0
O=C(N/N=C/c1cccc([N+](=O)[O-])c1)c1ccc(CN2CCOCC2)cc1	2	-17	15	-4.8	27	-15	-3	-2	15	-12
C=CCn1cc(C(=O)NCc2ccc3c(c2)OCO3)c(=O)c2cc(S(=O)(=O)N(CC)CC)ccc21	-1	-6	-2	-2.2	-26	-7	13	-8	7	-17
CCCn1c(SCc2nc(N)nc(N3CCCCC3)n2)nc2c1c(=O)n(C)c(=O)n2C	-3	-1	5	-1.1	/	14	0	2	-14	3
CCCCc1ccc(NC(=O)CSc2nnc(CNC(=O)c3ccco3)o2)cc1	-1	-1	0	-2.0	-20	0	-31	-17	0	-12
Cc1cccc(C(=O)NCCCNC(=O)c2cccnc2)c1	-5	/	-3	-2.0	16	/	11	11	/	-9
CCOc1cc(/C=C2\SC(=Nc3ccc(CC)cc3)NC2=O)ccc1OCC(=O)O	4	5	-29	-9.4	-19	1	-1	-12	-1	4
COCCNc1nc(CSc2ccccc2)nc2sc(C)c(C)c12	-2	-1	13	-0.3	24	12	2	3	-12	-8
CCOC(=O)c1sc(NC(=O)CSc2nnnn2-c2ccc(C)cc2)c(C(=O)OCC)c1C	-2	-3	/	-1.1	-18	-16	-17	-13	16	-14
NC(=O)c1ccsc1NC(=O)CN1CCN(S(=O)(=O)c2ccccc2C(F)(F)F)CC1	-3	1	0	-1.3	5	12	10	-7	-12	-8
CCOC(=O)N1CCN(C(=S)Nc2ccccc2C)CC1	-3	-2	0	-3.5	5	36	2	1	-36	-7
NC(=O)c1ccsc1NC(=O)CN1C(=O)NC2(CCCCC2)C1=O	0	-2	1	-1.5	-2	15	-1	-2	-15	-6
Cc1ccc(-c2nc(Nc3ccccc3)n[nH]2)cc1	1	40	-1	-1.4	-4	-11	0	9	11	0
N/C(=N\OC(=O)c1ccc(Br)cc1)c1cccc([N+](=O)[O-])c1	0	48	-1	0.4	-11	29	-4	-4	-29	16
COCCNC(=O)C1CC(=O)N(C2CCCC2)C1 (stereo unspecified)	0	5	-1	0.5	-9	24	5	-13	-24	1
O=C(O)c1ccc2c(c1)N(Cc1ccccc1)C(=O)c1ccccc1S2=O (stereo unspecified)	/	-3	2	0.6	-5	/	-5	15	/	0
COC(=O)CC#N	/	-5	-10	-1.3	-8	18	-9	-9	-18	7
CC(C)OC(=O)Nc1ccc(-c2ccc(NC(=O)OC(C)C)cc2Cl)c(Cl)c1	1	3	-1	-1.0	12	-40	-4	-7	40	-9
O=C(NCc1ccc(F)cc1)c1cc(-c2ccncc2)nc2ccccc12	-4	-28	-4	-0.1	-95	-41	-4	12	41	-23
N#C/C(=C\c1ccc(N2CCCCC2)o1)C(=O)Nc1cccc(Br)c1	2	4	-20	0.6	16	-99	14	0	99*	-9
COc1cccc(CNS(=O)(=O)c2c(C(=O)N3CCCCCC3)c(C)n(C)c2C)c1	/	-2	-5	-1.0	-23	15	-9	-16	-15	-3
CC(C)Nc1ncnc2c1cnn2Cc1ccc(Cl)cc1	-9	7	-7	0.1	-3	8	-5	-18	-8	0
Cn1c(N)c(C(=O)COC(=O)c2ccccc2C(=O)c2ccc(Cl)cc2)c(=O)n(C)c1=O	-3	10	-6	-2.5	/	-25	5	-7	25	-20
Cc1c(C2Nc3ccccc3NC3=C2C(=O)CC(C)(C)C3)cnn1C (stereo unspecified)	4	-11	-2	0.0	12	1	-4	12	-1	-3
CC(C)=CCN1CCN(Cc2cnc(C)s2)CC1CCO (stereo unspecified)	2	9	-3	-0.2	4	20	18	10	-20	4
C=CCn1c(SCC(=O)NC2(C#N)CCCCC2)nnc1-c1ccncc1	-1	4	-1	0.5	-13	25	9	-13	-25	-6
O=C(c1cc(-c2ccc(Br)cc2)on1)N1CCCC1	-3	16	0	-0.4	7	8	-6	-15	-8	-1
CCOc1ccc(S(=O)(=O)N(C)c2ccc(OCC(=O)NCCc3ccc(OC)cc3)cc2)cc1	2	-8	-1	-2.0	-19	/	6	-14	/	0
CCN1C(=C(C#N)C#N)C=Cc2cc(C)ccc21	-4	3	4	0.4	-31	-21	-40	-17	21	0
COc1cc(C(=O)OCc2ccccc2C#N)ccc1OCC(=O)N1CCOCC1	-1	-14	/	0.6	-8	-19	0	-9	19	-13
Cc1ccc(OCC(=O)c2cc(C)n(C)c2C)c([N+](=O)[O-])n1	/	8	-1	-0.1	-2	16	3	-25	-16	-7
COc1ccc(C(C(=O)NC(C)(C)C)N(Cc2ccco2)C(=O)CCC(=O)Nc2ccccn2)cc1 (stereo unspecified)	-1	-11	1	0.0	-48	22	-1	-16	-22	-7

Screens (PubChem)
